# MMP13 fTHP cleavage: human MMP13 inhibition, fluorescence-interfering compounds – biochemical, possible fluorescent artifacts, delta fluorescence, confirmation (AID 734). 5,100 tested, under 10 active. MMP13 fTHP FRET cleavage, delta fluorescence 4 h; hits give high values. inhibition, %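 (each compound tested at 4 µM nominal in triplicate)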;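 active = inhibition above the mean inhibition over all tested compounds plus 3 SD, cut at about 75% in these data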;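 note: 0% = DMSO only wells and 100% = 8 µM reference MMP13 inhibitor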
# Numbers without * were called inactive. Not all compounds are listed, so the mix of outcomes need not match the whole.
SMILES,MMP13 fTHP cleavage
COc1ccc(C2CC(c3ccccc3)n3nc(NC(=O)c4cccs4)nc3N2)cc1 (stereo not given),0
CCCC1(C(=O)OCC)NC(c2ccc(N(C)C)cc2)C2C(=O)N(c3ccc(F)cc3)C(=O)C21 (stereo not given),5
O=C(NCCN1CCOCC1)c1ccc2c(c1)N(Cc1ccccc1)CCS2,2
COC(=O)c1ccccc1NC(=O)CN1C(=O)C2CCCN2c2ncc(Cl)cc21 (stereo not given),8
Cc1c2cccn2cc[n+]1C,1
CCOC(=O)N1CCN(C(=O)c2cn(CCOC)c(=O)c3c2c2ccccc2n3C)CC1,-3
COc1cc(OC)c(-c2nn3c(C4CCCCC4)nnc3s2)cc1OC,5
O=C(c1cccn2c(=O)c3cc(Cl)ccc3nc12)N1CCN(Cc2ccc3c(c2)OCO3)CC1,2
CCOc1ccc2cc(C#N)c(SCC(=O)N3CCOCC3)nc2c1,0
Nc1nc2n(n1)C(c1ccco1)CC(c1ccc(F)cc1)N2 (stereo not given),1
O=c1c2ccccc2c(/C=N/n2cnnc2)c(O)n1-c1ccccc1F,6
COc1ccc(-c2ccc(C(=S)N3CCN(C(C)=O)CC3)o2)cc1,5
CC1(C)Cc2c(C#N)c(NC3CCCCC3)nc(-c3ccco3)c2CO1,1
O=c1c2[nH]c3ccccc3c2ncn1Cc1ccncc1,4
COC(=O)CSc1nnc2c3c4c(sc3nc(-n3nc(C)cc3C)n12)COC(C)(C)C4,8
N#Cc1c(N)nc2c(c1-c1ccncc1)CCCC2,-1
O=c1[nH]c2ccccc2c2nc3ccccn3c12,6
CCCc1cc(=O)[nH]c(SCC(N)=O)n1,2
Cc1cccc2cc(C#N)c(NCCNC(=O)NC3CCCCC3)nc12,6
CCN(CC)S(=O)(=O)c1cccc(C(=O)OCC(=O)N2CC(=O)Nc3ccccc32)c1,1
CCCCN(C)C(=O)CCC(=O)Nc1ccc2nc(N3CCOCC3)cc(C)c2c1,0
COc1ccc2c(c1)c(C(=O)CNc1nc(C)cs1)c(C)n2C,3
CCSc1nc2c(c(=O)[nH]1)C(c1ccccn1)C1=C(CC(C)(C)CC1=O)N2 (stereo not given),-27
COc1ccc(-c2ccc(-c3noc(-c4cccs4)n3)c(OC)n2)cc1,19
N#Cc1nc(-c2cccs2)oc1N1CCOCC1,-82
COC(=O)c1c(C(=O)OC)c2cc(C)ccn2c1Cl,1
O=C(Nc1nc(-c2cc3ccccc3oc2=O)cs1)c1ccco1,4
CCc1nc(N2CCCC2)c(C#N)c2c1CCCC2,-1
COC(=O)C1=C(C)NC(C)=C(C(=O)OC)C1c1ccc(OC(=O)c2ccco2)cc1,2
O=c1oc2ccccc2cc1-c1cn2cccnc2n1,6
CCN(CC)CCNC(=O)c1ccccc1N,0
O=c1c2[nH]c3ccccc3c2ncn1Cc1ccccn1,7
CCN1CC=C2C(C#N)=C(N)C(C#N)(C#N)[C@H](c3cccc(OC)c3OC)[C@H]2C1,2
COCCNC(=O)c1cc2c(=O)n(C)c3ccccc3c2n1C,0
COCCNC(=O)C(c1ccc(C)o1)N(C(=O)c1snc(C(N)=O)c1N)c1cccc(C)c1 (stereo not given),9
c1coc(Cn2c(-c3ccco3)nc3ccccc32)c1,7
O=C(NCCCN1CCCC1)Nc1cccc2ccccc12,3
CC1(C)Cc2c(C#N)c(NCCc3ccccc3)nc(-c3ccco3)c2CO1,5
Cn1c2ccccc2c2ncn(CCCN3CCOCC3)c(=O)c21,-2
Nc1ccc2c3c(cccc13)CC2,2
Cc1ccc(Cn2c(NC(=O)c3ccco3)nc3ccccc32)cc1,1
CCOC(=O)C1=C(C)NC2=C(C(=O)C(C(=O)OCC)C(c3ccco3)C2)C1c1ccccn1 (stereo not given),2
CCc1nnc(NC(=O)C(C)N2C(=O)C3C4C=CC(C4)C3C2=O)s1 (stereo not given),3
O=c1c2ccccc2nc(N2CCN(c3ccccc3)CC2)n1Cc1ccccc1,5
Cc1cc(NC(=O)CSc2ccc3nnc(-c4ccc(F)cc4)n3n2)no1,-1
COc1cc2c(cc1OC)C1=C(C#N)CN(CC(=O)O)CN1CC2,3
CCOC(=O)C1CCCN(CC(=O)/C=C2/N(C)c3ccccc3C2(C)C)C1 (stereo not given),0
c1ccc2c(c1)ncn2Cc1nnc2sc(-c3ccc4c(c3)OCO4)nn12,5
C(=C\c1ccco1)/C=N/n1cnnc1,5
COC(=O)c1ccc(C(=O)OC)c(NC(=O)CCC(=O)O)c1,-1
CCCc1cc(=O)oc2c(CN3CCN(C)CC3)c(O)c(Cl)cc12,-79
COC(=O)CN(c1ccccn1)S(=O)(=O)c1ccccc1,5
O=c1cc(-c2ccco2)oc2ccc(Cl)cc12,6
N#CC1=C(SCC(=O)c2cc3ccccc3oc2=O)NC(=O)C(C#N)C12CCCC2 (stereo not given),1
O=C(c1cccc(N2C(=O)C3CC=CCC3C2=O)c1)N1CCN(c2ccccc2)CC1 (stereo not given),3
Cn1nnc2c(NCc3ccco3)nccc21,5
CCCOC(=O)C1=C(C)NC2=C(C(=O)C(C(=O)OC)C(C)C2)C1c1ccc(N(C)C)cc1 (stereo not given),8
Cc1oc2cc(O)ccc2c(=O)c1Oc1ccccc1Br,29
CCOC(=O)C1CCN(Cc2c(O)ccc3ccccc23)CC1,5
CCC(c1nnnn1CCOC)N(Cc1ccc(C)cc1)Cc1cc2cc(OC)ccc2[nH]c1=O (stereo not given),11

# Following part
SMILES,MMP13 fTHP cleavage
N#Cc1c(N)n(CCCN2CCOCC2)c2nc3ccccc3nc12,-17
CCNc1ccc2c(Cl)cc(=O)oc2c1,4
O=C(NCc1ccncc1)Nc1ccccc1Cl,3
COCC(=O)N(Cc1cc2cc(OC)ccc2[nH]c1=O)c1ccc(C)cc1,4
N#CCSc1nc2c(cc1C#N)CCCCCC2,-6
O=C(NCc1ccco1)c1cc2nc(-c3cccs3)cc(C(F)(F)F)n2n1,2
CCN(CC)CC(=O)Nc1ccc(-c2nc3cc(NC(=O)CN(CC)CC)ccc3o2)cc1,-85
COc1cc(SC)ccc1C(=O)NCC1CCCO1 (stereo not given),2
CCCn1c(=N)n(CC(=O)C(C)(C)C)c2ccccc21,1
CC(C)Cc1nc(N2CCOCC2)c(C#N)c2c1CCC2,4
CCCOc1ccc(-c2nc(C#N)c(N3CCN(CC)CC3)o2)cc1,2
COc1ccc(-c2cc3nc(C4CCN(C(=O)OC(C)(C)C)CC4)c(C(=O)O)cn3n2)cc1,1
C=C(C)COc1ccc2c(C)c(C)c(=O)oc2c1OCC(=C)C,3
O=C(Cn1c(=O)oc2ccccc21)N1CCN(c2ccc(N3CCOCC3)nn2)CC1,0
Cc1ccc(-n2nc3cc(Cl)c(NC(=O)c4ccco4)cc3n2)cc1,-2
CCOC(=O)Cc1c(C)c2c(C)nn(-c3ccccc3)c2oc1=O,4
Cc1cc(NCCCn2ccnc2)n2c(nc3ccccc32)c1C#N,-11
COCCNC(=O)C(c1ccc(C)o1)N(C(=O)c1snc(C(N)=O)c1N)c1ccc(C)cc1 (stereo not given),6
O=C1CCCC2=C1C(c1ccc(Br)cc1)c1c([nH]c(=S)[nH]c1=O)N2 (stereo not given),4
COc1cc2nc(N3CCNCC3)nc(N)c2cc1OC,-4
COc1ccc(-n2c(SCCC#N)nnc2-c2cc(Cl)ccc2OC)cc1Cl,3
O=C(Cn1c(C(F)(F)F)nc2ccccc21)NCCN1CCCC1,6
CCOC(=O)c1cc2c(n(-c3ccc(C)cc3)c1=O)CCCC2=O,6
Cc1nc(-c2coc3cc(OCC(=O)O)ccc3c2=O)cs1,4
CCCN1CC=C2C(C#N)=C(N)C(C#N)(C#N)C(c3cccc(OC)c3OC)C2C1 (stereo not given),4
CCN(CC)C(=O)Sc1cccc2cccnc12,7
CCOC(=O)c1[nH]c2cc(OC)c(OC)cc2c1NC(=O)CN(C)C1CCCCC1,1
COc1cccc(CNC(=O)Nc2cccs2)c1,5
OC1CN=C2C=CC=CN2C1 (stereo not given),-2
COc1ccc(-n2c(NC(=O)c3ccco3)c(C#N)c3nc4ccccc4nc32)cc1,14
CCOC(=O)Nc1ccc2c(CN3C(=O)NC4(CCCC4)C3=O)cc(=O)oc2c1,8
Cc1csc2ncc(C(=O)Nc3ccon3)c(=O)n12,2
CCCCNC(=O)CC1Nc2ccccc2NC1=O (stereo not given),5
CCN(CC)Cc1c[nH]c2c(C(=O)OC)cccc12,-3
CCOc1ccc2[nH]c(=O)c(CN(Cc3ccco3)Cc3nnnn3Cc3ccccc3)cc2c1,-2
O=c1cc(C(F)(F)F)c2sc(N3CCCCC3)nc2[nH]1,-12
CC(=O)c1cc2cc(O)ccc2o1,-27
O=C(O)c1cccc(N2CCCC2)c1,6
COc1ccc2[nH]c(=O)c(CNC3CCCCC3)cc2c1,8
CCN(CC)c1ccc(C2C(C(=O)OCCOC(C)C)=C(C)NC3=C2C(=O)CCC3)cc1 (stereo not given),-1
C=CCn1c(=N)c(C(=O)NCCCOC)cc2c(=O)n3ccccc3nc21,-86
COc1ccc(OCCOC(=O)c2cccc(-n3cnnn3)c2)cc1,6
CCN(CC)CCNC(=O)c1cc2c(-c3ccc(Cl)cc3)nn(C)c2s1,-11
CNC(=O)c1cc2cc(OC)ccc2n1CCN(C)C,1
O=C(O)c1ccc(COc2ccc3c4c(c(=O)oc3c2)CCC4)o1,1
COc1ccccc1-c1nnc(Nc2nc3c(OC)cccc3s2)o1,3
Cc1cc2oc(=O)cc(CN3CCCc4ccccc43)c2cc1C,6
Fc1cccc(-n2c(-c3ccco3)nc3nc4ccccc4nc32)c1,5
CNC(=O)c1cc2cc(OC)ccc2oc1=N,-23
N#CC1=C(N)Oc2n[nH]c(-c3ccc(F)cc3)c2C1c1ccncc1 (stereo not given),4
COc1ccc2cc3cc(C(=O)NCc4ccc5c(c4)OCO5)oc3nc2c1,-4
NC(=O)c1c(NC(=O)CSc2nnc(Cc3ccccc3)n2Cc2ccco2)sc2c1CCC2,3
N#Cc1nc(-c2ccco2)oc1N1CCC(C(N)=O)CC1,19
OCCCc1nc2n(n1)C(c1ccccc1)C=C(c1ccccc1)N2 (stereo not given),8
COC(=O)Cn1nc(-c2ccccc2)c2ccccc21,4
CC(C)OC(=O)CC(=O)c1sc2nc3c(cc2c1N)CN(C)CC3,8
CCOC(=O)c1sc(C)c(C(N)=O)c1NC1=NCCCCC1,3
c1ccc2c(c1)nnn2-c1ncnc2sc3c(c12)CCCC3,1
N#Cc1c(N)c(C#N)c(-c2ccc3c(c2)OCO3)c2c1CCCC2,11
CCC(C)OC(=O)C1=C(C)NC(=O)NC1c1ccc(F)cc1 (stereo not given),6

# Further results follow:
SMILES,MMP13 fTHP cleavage
COC(=O)CSc1nc2cc(OC)ccc2cc1C#N,8
CCc1cc2c(CN3CCN(CC)CC3)cc(=O)oc2cc1O,50
Cc1ccc(-c2nc(C#N)c(NCc3ccco3)o2)cc1,-6
COC(=O)c1ccccc1NC(=O)c1noc2c1CC(C(C)(C)C)CC2 (stereo not given),5
COc1ccc(-c2csc(NC(=O)c3cc(C)on3)c2C#N)cc1OC,6
CCOC(=O)Cn1c(-c2ccccn2)nc2ccccc21,6
O=C(Oc1cccc2c(=O)[nH]ccc12)c1ccccc1,5
Cc1csc(NC(=O)c2sc3nc(-c4cccs4)ccc3c2N)n1,7
Cc1nn(C(C)C(=O)N2CCCCC2)c(=O)c2c1sc1ccccc12 (stereo not given),4
CC(C)(Oc1ccc(Cl)cc1)C(=O)Nc1ccc2oc(-c3ccncc3)nc2c1,-52
Nc1c(C(=O)NCCN2CCOCC2)c2nc3ccccc3nc2n1-c1cccc(F)c1,-10
CCOc1ccc2[nH]c(=O)c(CN(CC3COCCO3)C(=O)C3CC3)cc2c1 (stereo not given),2
Cc1cccc(C(=O)Nc2ccc(O)cc2)c1,2
Cc1ccc(-n2[nH]c(C)c(C=Nc3cc(C)ccn3)c2=O)cc1,2
CC1=C(C(=O)OC(C)C)C(c2ccc(N(C)C)cc2)C2=C(CC(C)(C)CC2=O)N1 (stereo not given),0
CC(=O)C1=C(O)C(=O)N(c2cc(C(C)(C)C)on2)C1c1ccc(C(C)C)cc1 (stereo not given),6
CCCCn1c(-c2ccc(Cl)cc2)nc2c(=O)n(C)c(=O)[nH]c21,18
CCOCC(=O)Nc1ccc(-c2cn3cccnc3n2)cc1,6
CCCCOC(=O)Cn1c(=O)c2c(nc3n2CCCCN3c2ccc(C)cc2)n(C)c1=O,4
O=C(c1ccco1)N1CCN(C(=O)c2cc3c(s2)-c2ccccc2OC3)CC1,-3
COc1cc2[nH]c3c(N4CCN(c5ccc(Cl)cc5)CC4)ncnc3c2cc1OC,0

# Entries from the list above with an NH in an aromatic ring, in the order listed:
SMILES,MMP13 fTHP cleavage
O=c1c2[nH]c3ccccc3c2ncn1Cc1ccncc1,4
O=c1[nH]c2ccccc2c2nc3ccccn3c12,6
CCCc1cc(=O)[nH]c(SCC(N)=O)n1,2
CCSc1nc2c(c(=O)[nH]1)C(c1ccccn1)C1=C(CC(C)(C)CC1=O)N2 (stereo not given),-27
O=c1c2[nH]c3ccccc3c2ncn1Cc1ccccn1,7
CCC(c1nnnn1CCOC)N(Cc1ccc(C)cc1)Cc1cc2cc(OC)ccc2[nH]c1=O (stereo not given),11
COCC(=O)N(Cc1cc2cc(OC)ccc2[nH]c1=O)c1ccc(C)cc1,4
O=C1CCCC2=C1C(c1ccc(Br)cc1)c1c([nH]c(=S)[nH]c1=O)N2 (stereo not given),4
CCOC(=O)c1[nH]c2cc(OC)c(OC)cc2c1NC(=O)CN(C)C1CCCCC1,1
CCN(CC)Cc1c[nH]c2c(C(=O)OC)cccc12,-3
CCOc1ccc2[nH]c(=O)c(CN(Cc3ccco3)Cc3nnnn3Cc3ccccc3)cc2c1,-2
O=c1cc(C(F)(F)F)c2sc(N3CCCCC3)nc2[nH]1,-12
COc1ccc2[nH]c(=O)c(CNC3CCCCC3)cc2c1,8
N#CC1=C(N)Oc2n[nH]c(-c3ccc(F)cc3)c2C1c1ccncc1 (stereo not given),4
O=C(Oc1cccc2c(=O)[nH]ccc12)c1ccccc1,5
CCOc1ccc2[nH]c(=O)c(CN(CC3COCCO3)C(=O)C3CC3)cc2c1 (stereo not given),2
Cc1ccc(-n2[nH]c(C)c(C=Nc3cc(C)ccn3)c2=O)cc1,2
CCCCn1c(-c2ccc(Cl)cc2)nc2c(=O)n(C)c(=O)[nH]c21,18
COc1cc2[nH]c3c(N4CCN(c5ccc(Cl)cc5)CC4)ncnc3c2cc1OC,0
